Myeloid diff MLP – compounds promoting myeloid differentiation | calls only at 10 µM | 360,000 tested, 1% active | ER-HoxA9 myeloid progenitors, lysozyme-GFP differentiation, flow cytometry;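 active = normalized GFP-positive differentiation at or above the plate's own cutoff, the solvent-only control mean plus 3 SD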;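 note: cells exposed to compound for four days before flow analysis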
LYP phosphatase – inhibitors of LYP phosphatase, biochemical, fluorescence intensity, uHTS (AID 1779); recombinant LYP phosphatase, fluorescence intensity; higher % means a stronger effect; inhibition, % at 11.5 µM; hits with a dose series show IC50 in µM; 290,000 tested, 0.054% active;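 note: plate controls were vehicle with enzyme for no effect and no enzyme for full effect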
PMI inhibitors – inhibitors of human PMI, primary screen, biochemical, fluorescence intensity, coupled assay (AID 1209); purified PMI enzyme, coupled fluorescence intensity; higher % means a stronger effect; inhibition, % at 20 µM, or IC50 in µM where a hit was titrated; 190,000 tested, 0.42% active;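 note: plate controls were DMSO vehicle for no effect and wells lacking substrate for full effect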
TNAP activators – stimulation of alkaline phosphatase TNAP activity – biochemical, luminescent, no phosphate acceptor, uHTS, primary screen (AID 1001); 200,000 tested, 0.03% active; purified TNAP, luminescent activation assay, no phosphate acceptor; higher activation fold means a stronger effect; activation fold at 20 µM, or EC50 in µM where a hit was titrated; in the data active = activation fold from about 3, or a potency from the dose series; inactive = the rest, 99 in 100 with activation fold below about 1.6; note: many of its hits are not listed in these tables
human PMI inhibitors – MPI inhibition at elevated mannose 6-phosphate – biochemical, fluorescence intensity, high mannose 6-phosphate, primary screen (AID 1220); recombinant PMI enzyme, coupled fluorescence intensity; higher % means a stronger effect; one-dose inhibition, % at 20 µM; IC50 in µM for titrated hits; 190,000 tested, 0.66% active
P. falciparum M17LAP – P. falciparum M17LAP inhibitors, primary screen, biochemical, fluorogenic H-Leu-NHMec substrate, 1536-well (AID 1619); 220,000 tested, 0.38% active; inhibition, % at 30 µM; hits with a dose series show IC50 in µM; recombinant M17LAP, H-Leu-NHMec fluorogenic kinetic assay; higher % means a stronger effect;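 active = compound inhibiting the enzyme by more than half at any dose during confirmatory dose-response retesting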;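 note: plate controls were full reaction with DMSO carrier for no effect and no enzyme background for full effect; strong numbers were not always called active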
M1AAP inhibition – P. falciparum M1AAP inhibitors, biochemical, fluorogenic H-Leu-NHMec substrate, 1536-well (AID 1445). recombinant M1AAP, H-Leu-NHMec fluorogenic kinetic assay; higher % means a stronger effect. inhibition, % at 30 µM, or IC50 in µM where a hit was titrated. 220,000 tested, 0.42% active;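 active = primary inhibition above the hit cutoff, then over 50% inhibition at one or more dose response concentrations, cut at about 23% in these data, passing the limit was not always enough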;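 note: plate controls were DMSO full reaction for no effect and no enzyme background for full effect; strong numbers were not always called active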
CSM14.1 death rescue – protection against thapsigargin-triggered cell killing – 384-well, CSM14.1, ATP luminescence, primary screen (AID 1222) | CSM14.1 thapsigargin-induced death rescue, ATP luminescence; higher % means a stronger effect | 190,000 tested, under 10 active | cellular ATP content (survival), % at 20 µM, or EC50 in µM where a hit was titrated;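 active = EC50 below 50 µM in the dose-response confirmation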;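 note: death triggered by thapsigargin at about 15 µM added after 2 h compound pretreatment; cell ATP read after overnight thapsigargin exposure of roughly 18 to 22 hours; normalized against plate controls of thapsigargin alone and 5% DMSO vehicle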
XIAP displacement – small molecules displacing peptide from XIAP – biochemical, IAP family, fluorescence polarization (AID 1018). XIAP BIR domain, fluorescence polarization peptide displacement; higher % means a stronger effect. displacement, % at 20 µM, or IC50 in µM where a hit was titrated. 200,000 tested, 0.007% active; in the data active = displacement above about 50%; note: a part of the inactive calls stands beside numbers as strong as those of hits
Myeloid diff MLP GFP+ MAC1+ % – also measured in Myeloid diff MLP; calls as there; GFP+ MAC1+ double positive, %; measured here: differentiation confirmed by MAC1 staining
Starred values were filed as active, the others as inactive; i = inactive; . = no result given. Cut-off read from the data, not from the text of the source, unless noted: active = inhibition above about 50%; inactive = the rest.

The opening 5 entries as a preview:
SMILES	Myeloid diff MLP	Myeloid diff MLP GFP+ MAC1+ %	LYP phosphatase	PMI inhibitors	TNAP activators	human PMI inhibitors	P. falciparum M17LAP	M1AAP inhibition	CSM14.1 death rescue	XIAP displacement
C=CCNC(=O)c1cc(C(=O)C(C)c2ncc(C(F)(F)F)cc2Cl)c[nH]1 (stereo not drawn)	i	0.4	-2%	1%	1.1	-1%	-16%	4%	1.1%	-4.0%
CCc1cccc(CC)c1-n1c(SCC(=O)c2c(N)n(C)c(=O)n(C)c2=O)nnc1-c1cccnc1	i	0.4	-3%	17%	1.2	13%	-21%	2%	8.3%	-4.8%
O=C(NCC12CC3CC(CC(C3)C1)C2)c1nc2ncccn2n1	i	0.5	-4%	4%	1	7%	12%	21%	-1.0%	-6.0%
CCCC(=O)Nc1nc(C)c(-c2csc(Nc3ccc(Cl)cc3)n2)s1	i	0.6	-2%	43%	1.1	38%	1%	-3%	-4.3%	-6.4%
CCSC(=Nc1ccccc1)C1=C(O)COC1=O	i	0.1	-11%	-22%	1.2	-18%	14%	6%	0.8%	-5.7%

This part in full, from the start:
SMILES	Myeloid diff MLP	Myeloid diff MLP GFP+ MAC1+ %	LYP phosphatase	PMI inhibitors	TNAP activators	human PMI inhibitors	P. falciparum M17LAP	M1AAP inhibition	CSM14.1 death rescue	XIAP displacement
C=CCNC(=O)c1cc(C(=O)C(C)c2ncc(C(F)(F)F)cc2Cl)c[nH]1 (stereo not drawn)	i	0.4	-2%	1%	1.1	-1%	-16%	4%	1.1%	-4.0%
CCc1cccc(CC)c1-n1c(SCC(=O)c2c(N)n(C)c(=O)n(C)c2=O)nnc1-c1cccnc1	i	0.4	-3%	17%	1.2	13%	-21%	2%	8.3%	-4.8%
O=C(NCC12CC3CC(CC(C3)C1)C2)c1nc2ncccn2n1	i	0.5	-4%	4%	1	7%	12%	21%	-1.0%	-6.0%
CCCC(=O)Nc1nc(C)c(-c2csc(Nc3ccc(Cl)cc3)n2)s1	i	0.6	-2%	43%	1.1	38%	1%	-3%	-4.3%	-6.4%
CCSC(=Nc1ccccc1)C1=C(O)COC1=O	i	0.1	-11%	-22%	1.2	-18%	14%	6%	0.8%	-5.7%
COc1cccc(CNC(=O)CCC2CCCN(c3cc(C)nc(N)n3)C2)c1 (stereo not drawn)	i	0.3	-5%	0%	1	-2%	3%	-1%	-2.8%	-2.3%
COC(=O)C1=C(C(=O)OC)SC2(S1)C(C(=O)OC)=C(C(=O)OC)SC1=C2c2cc(C)cc(C)c2NC1(C)C	i	0.2	4%	18%	1	14%	0%	6%	5.9%	-6.7%
Cn1cccc1C(=S)N=P(C1CCCCC1)(N1CCOCC1)N1CCOCC1	i	1.5	-2%	2%	1	11%	11%	2%	1.9%	-6.1%
Cc1ccc2cc(CN(Cc3nnnn3Cc3ccco3)CC3CCCO3)c(=O)[nH]c2c1C (stereo not drawn)	i	0.9	6%	11%	1	-2%	32%	16%	-3.6%	1.2%
CCCCOC(=O)NC(NCC(O)c1ccccc1)(C(F)(F)F)C(F)(F)F (stereo not drawn)	i	1.2	-4%	3%	1.1	-1%	12%	0%	-1.3%	0.2%
CNC(=O)c1ccc2snnc2c1	i	3.4	-8%	4%	1.1	-1%	14%	0%	-2.4%	-3.9%
COc1ccccc1NC(=O)c1ccc(NC(=O)COC(=O)C2CCCCC2)cc1	i	0.3	-2%	11%	1.1	0%	6%	2%	2.1%	-3.2%
CCc1cccc(C)c1NC(=O)COC(=O)c1ccc2c(c1)S(=O)(=O)c1ccccc1C2=O	i	1.9	-3%	5%	1	0%	-5%	2%	-3.3%	-4.1%
Cn1c(=O)c2c(nc(SCCCO)n2Cc2ccccc2Cl)n(C)c1=O	i	0.8	-11%	4%	1	6%	12%	-1%	-2.0%	-2.7%
O=c1c(Cc2ccc(F)cc2)c(O)ccn1Cc1ccco1	i	0.1	5%	0%	1	7%	-5%	10%	4.0%	-5.0%
Cc1ccc(S(=O)(=O)N2CCC(C(=O)N[C@@H](C)C(=O)Nc3ccc4c(c3)OCO4)CC2)cc1	i	1.3	-3%	2%	1	20%	-4%	-3%	1.4%	-3.6%
O=C(Cn1cc([N+](=O)[O-])cn1)Nc1ccn(Cc2c(F)c(F)c(F)c(F)c2F)n1	i	1.4	-9%	7%	1	11%	-4%	-1%	0.4%	-19%
O=C(C(Cc1ccccc1)n1cccc1)N1CCc2ccccc21 (stereo not drawn)	i	2.5	-1%	6%	1	9%	1%	17%	-2.2%	-1.2%
COc1ccc(Cc2n[nH]c(=S)n2NC(=O)Nc2ccc(Cl)c(Cl)c2)cc1	i	0.4	6%	.	.	.	6%	6%	.	.
COc1ccc(-n2nc(C(=O)NCC(=O)NCC3COc4ccccc4O3)c3ccccc3c2=O)c(OC)c1 (stereo not drawn)	i	1.6	0%	2%	1.1	11%	-1%	2%	0.4%	-6.2%
COc1ccc2c(CC(=O)OCC(=O)c3ccccc3OC)coc2c1	i	0.9	-3%	11%	1.1	9%	0%	3%	3.6%	-6.4%
CCOC(=O)N1CCN(S(=O)(=O)c2ccc(C)cc2)C1c1ccccc1 (stereo not drawn)	i	1.0	-2%	-11%	1	-6%	13%	-3%	3.3%	-3.8%
Cc1ccc(S(=O)(=O)Nc2cc(C)nn2-c2ccccc2)cc1	i	0.8	-5%	6%	1.1	7%	8%	-2%	-0.5%	-3.8%
CSc1nc(-c2ccccc2)nn1C(=O)c1ccc(C)cc1	i	0.7	-8%	8%	0.5	11%	-6%	-1%	-2.8%	-29%
O=c1c(-c2ccco2)[n+]([O-])c2ccccc2n1OCc1ccccc1F	i	0.5	-1%	3%	1.1	-1%	-6%	6%	-1.4%	-2.8%

Results in TNAP activators and Myeloid diff MLP (three entries from above):
smiles | TNAP activators | Myeloid diff MLP
CCCC(=O)Nc1nc(C)c(-c2csc(Nc3ccc(Cl)cc3)n2)s1 | 1.1 | i
CCSC(=Nc1ccccc1)C1=C(O)COC1=O | 1.2 | i
COc1cccc(CNC(=O)CCC2CCCN(c3cc(C)nc(N)n3)C2)c1 (stereo not drawn) | 1 | i

More results
SMILES	Myeloid diff MLP	Myeloid diff MLP GFP+ MAC1+ %	LYP phosphatase	PMI inhibitors	TNAP activators	human PMI inhibitors	P. falciparum M17LAP	M1AAP inhibition	CSM14.1 death rescue	XIAP displacement
Cc1cccc2cc(C#N)c(NCCNC(=S)NCCCN3CCOCC3)nc12	i	5.1	-4%	-7%	1.1	-35%	-20%	5%	-0.7%	-6.9%
COc1ccc(N(CC(=O)NCCC2=CCCCC2)S(=O)(=O)c2ccc(C)cc2)cc1OC	i	0.6	3%	6%	1	5%	10%	19%	-0.7%	-2.3%
COc1cc(/C=N/n2cnnc2)ccc1OS(=O)(=O)c1ccccc1[N+](=O)[O-]	i	0.6	0%	-3%	1.1	-6%	17%	-2%	0.2%	-1.5%
C/C(CC(C)C)=N/Nc1ccc([N+](=O)[O-])cc1[N+](=O)[O-]	i	0.4	0%	.	.	.	-2%	1%	.	.
COC(=O)c1nc2n(n1)C(c1ccccc1OC)C1=C(CCCC1=O)N2 (stereo not drawn)	i	1.1	-1%	7%	1	3%	2%	-4%	0.0%	0.1%
Cc1c(CN2CCC(CO)(CC3CCCCO3)CC2)cnn1C (stereo not drawn)	.	.	-8%	14%	1	11%	-3%	1%	0.3%	-2.6%
CC(C)CSC1=NSC2=NC(=O)/C(=C\c3coc4ccccc4c3=O)C(=N)N12	i	1.5	1%	-61%	0.9	-100%	14%	19%	0.2%	-8.4%
O=C(CCn1c(=O)oc2ccccc21)NCCCN1CCCC1=O	i	1.5	-4%	8%	1.1	11%	-2%	4%	-1.6%	-6.3%
COc1ccc2cc(C(=O)C3CCCN(C(=O)c4cc(=O)n(C)c(=O)n4C)C3)ccc2c1 (stereo not drawn)	i	0.5	-10%	2%	1.1	0%	-163%	8%	3.4%	-1.3%
Cc1ccc(C(=O)NNC(=O)/C=C\C(=O)O)cc1	i	0.3	-7%	.	.	.	-7%	-5%	.	.
CC1CC(CCC(=O)NC(=S)Nc2ccc(Cl)cn2)C(=O)O1 (stereo not drawn)	i	0.4	-7%	13%	1	15%	32%	8%	-1.4%	-5.9%
CN(C)S(=O)(=O)c1cccc(NC(=O)c2cc3ccccc3o2)c1	i	0.9	3%	0%	1	-2%	-1%	4%	-1.2%	-1.8%
COc1ccc(CN2CC(C(=O)NCCCN3CCCCCC3)CC2=O)cc1 (stereo not drawn)	i	0.9	-5%	0%	1.1	4%	21%	-7%	-1.1%	-0.3%
CC1CCN(C(=O)CSc2nc3ccccc3c(=O)n2Cc2ccc3c(c2)OCO3)CC1	i	0.9	9%	4%	1	-6%	-11%	5%	-4.2%	-1.1%
COc1cc(OC)cc(C(=O)N[C@H](C(=O)OCC(=O)Nc2cccc(F)c2)C(C)C)c1	i	1.0	-1%	14%	1	11%	18%	-1%	-0.7%	-0.6%
Cc1cc(NC(=O)COC(=O)c2ccc(F)c(S(=O)(=O)N3CCOCC3)c2)no1	i	1.0	0%	1%	1.1	0%	-4%	6%	-3.2%	1.1%
c1ccc2c(C3=NNC(=NC4CC4)SC3)c[nH]c2c1	i	0.7	-4%	35%	1	27%	1%	3%	-2.8%	-1.4%
COc1cc(/C=C/C(=O)OCC(=O)NC(=O)NC(C)(C)C)ccc1O	i	0.4	-1%	.	.	.	-2%	5%	.	.
CC1Cc2ccccc2N1C1=CC(=O)CCC1 (stereo not drawn)	i	0.7	2%	-14%	1	-2%	30%	11%	-1.2%	-4.3%
